# Screens: PubChem BioAssay, several laboratories
# GLD-1 RNA inh: GLD-1-TGE RNA interaction inhibition (C. elegans). hit rate 0.44% among 320,000. inhibition, % at 5.96 µM. purified GLD-1 + fluorescein TGE RNA, fluorescence polarization;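 active = percent inhibition above a per-plate cutoff, the plate mean of test compounds plus 3 SD, cut at about 30% in these data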;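 also: 0% = DMSO wells with GLD-1 and probe and 100% = wells lacking GLD-1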
# AGP1-GFP MLPCN: modulators of TOR pathway AGP1-GFP in S. cerevisiae; S. cerevisiae AGP1-GFP multiplex flow cytometry, 3 h; GFP as percent of DMSO wells; GFP response vs DMSO, % at 10 µM; AID 2066; hit rate 0.02% among 320,000;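 active = GFP response relative to DMSO above a set limit, near screen average plus 3 SD, cut at about 150% in these data; inconclusive = fewer than 70 cells counted for the yeast strain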;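 also: median GFP channel fluorescence of the gated AGP1 strain per well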
# GRK2 aptamer HTS: human GRK2 inhibition via aptamer displacement; inhibition of aptamer binding, % at 10 µM; AID 488847; hit rate 0.59% among 330,000; P25098; bead flow cytometry, FAM-aptamer displacement from GRK2;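 active = inhibition of aptamer binding above 40%, roughly 3 SD of noise, on plates passing a quality check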;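 also: median bead fluorescence of bound FAM aptamer so fluorescent compounds give negative values; no value below 0 was filed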
# Target sequence (P25098 whole entry, looked up): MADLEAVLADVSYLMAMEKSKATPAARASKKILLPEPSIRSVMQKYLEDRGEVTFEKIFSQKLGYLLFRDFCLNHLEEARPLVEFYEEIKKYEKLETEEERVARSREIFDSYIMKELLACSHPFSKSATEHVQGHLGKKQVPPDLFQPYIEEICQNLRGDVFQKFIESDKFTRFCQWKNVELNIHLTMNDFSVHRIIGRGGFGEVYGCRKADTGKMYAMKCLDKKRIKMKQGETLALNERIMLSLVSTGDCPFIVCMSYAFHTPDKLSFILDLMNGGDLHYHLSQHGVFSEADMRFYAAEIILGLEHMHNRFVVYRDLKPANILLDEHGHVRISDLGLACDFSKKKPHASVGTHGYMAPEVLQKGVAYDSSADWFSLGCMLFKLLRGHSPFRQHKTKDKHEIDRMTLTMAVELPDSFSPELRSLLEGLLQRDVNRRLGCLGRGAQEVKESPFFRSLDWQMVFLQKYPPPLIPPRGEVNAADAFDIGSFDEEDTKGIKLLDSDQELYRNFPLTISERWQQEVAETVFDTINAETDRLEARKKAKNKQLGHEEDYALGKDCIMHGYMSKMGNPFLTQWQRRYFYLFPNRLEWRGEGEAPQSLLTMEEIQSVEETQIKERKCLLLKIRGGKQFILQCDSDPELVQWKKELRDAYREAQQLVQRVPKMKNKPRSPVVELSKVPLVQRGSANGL
# MCL1-BIM inh: disrupts human MCL1 binding to BIM-BH3 peptide; hit rate 0.68% among 320,000; inhibition, % at 10.9 µM; Q07820; GST-MCL1 / FITC-Bim-BH3 fluorescence polarization;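 active = inhibition above the mean inhibition of all tested compounds plus 3 SD, set per campaign, cut at about 40% in these data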;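 also: 0% = DMSO wells and 100% = unlabeled Bim-BH3 peptide control; higher means more loss of mP so more displacement of Bim peptide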
# Target sequence (Q07820 whole entry, looked up): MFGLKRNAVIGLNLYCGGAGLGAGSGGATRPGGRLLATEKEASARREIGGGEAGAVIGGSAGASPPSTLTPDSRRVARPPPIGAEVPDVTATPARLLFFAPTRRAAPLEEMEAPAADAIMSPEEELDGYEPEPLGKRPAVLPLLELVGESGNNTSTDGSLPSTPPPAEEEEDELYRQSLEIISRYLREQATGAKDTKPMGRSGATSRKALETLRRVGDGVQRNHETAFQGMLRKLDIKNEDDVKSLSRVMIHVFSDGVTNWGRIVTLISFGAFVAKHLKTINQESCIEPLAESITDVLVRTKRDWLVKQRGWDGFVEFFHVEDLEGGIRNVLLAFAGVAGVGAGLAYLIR
# CIT2-GFP yeast: modulators of TOR pathway CIT2-GFP in S. cerevisiae | S. cerevisiae CIT2-GFP strain, flow cytometry, 3 h; 100 means same as DMSO wells | hit rate 0.065% among 320,000 | GFP response vs DMSO, % at 10 µM;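 active = GFP response relative to DMSO above a set limit, near the screen mean plus 3 SD, cut at about 150% in these data; inconclusive = Fewer than 70 cells measured for a yeast strain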;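 also: ratio of well median GFP fluorescence to mean of DMSO wells on the plate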
# MEX-5 binding: C. elegans MEX-5 TCR-2 RNA binding activity | Q9XUB2 | hit rate 0.38% among 300,000 | AID 1832 | activity score (negative = inhibition of binding), % at 10 µM | MEX-5/FITC-TCR2 RNA binding, fluorescence polarization; stronger effect = lower value;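 active = inhibition past about -25% in most replicates, and total fluorescence under double the plate's negative control median, limit read from the data; inconclusive = replicates evenly split on the limit, or fluorescence at least double controls; inactive = too little inhibition in most replicates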;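 also: 0% = DMSO and -100% = 5 µM competing unlabeled TCR2 RNA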
# Yeast superoxide: yeast age-related superoxide inhibition as caloric restriction mimetic; S. cerevisiae aged cells, superoxide DHE fluorescence; stronger effect = lower value; AID 2690; superoxide response (% of plate mean), % at 10 µM; hit rate 0.18% among 330,000;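 active = superoxide response under a set limit, about three screen SD below normal, cut at about 65% in these data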;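 also: yeast aged for seven days with compound at 30 °C before DHE staining; 100% = average MFI of all compound-treated wells on the plate with controls excluded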
# VLA-4 inh: inhibition in a human VLA-4 binding assay; P13612; VLA-4 expressing cells, ligand binding flow cytometry; inhibition, % (about 7 µM as worked out from the volumes in the protocol); hit rate 0.2% among 330,000; AID 2557; in the data active = inhibition above about 50%
# Bcl-xL primary: inhibitors of human Bcl-xL; Q07817; GST-Bcl-xL / FITC-Bim BH3 peptide fluorescence polarization; inhibition, % at 10.9 µM; hit rate 0.7% among 320,000;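 active = inhibition above the mean of all tested compounds plus 3 SD, cutoff set per campaign, cut at about 30% in these data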;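 also: 0% = DMSO wells and 100% = unlabeled Bim-BH3 peptide competitor; inhibitors lower millipolarization by displacing the labeled peptide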
# The depositor's hits bear a star; ? = inconclusive; / = no result given.
nr	mol	GLD-1 RNA inh	AGP1-GFP MLPCN	GRK2 aptamer HTS	MCL1-BIM inh	CIT2-GFP yeast	MEX-5 binding	Yeast superoxide	VLA-4 inh	Bcl-xL primary
1	COc1ccc(OC)c(C2C(C#N)=C(N)Oc3c2c(C)nn3-c2ccc(C)cc2)c1 (centres undefined)	1	93	5	5	92	-0.1	105	12	7
2	CCOc1ccc(S(=O)(=O)N(C)CC(=O)NCCN2CCOCC2)cc1	8	87	0	-10	105	2.2	97	-6	3
3	Cc1ccc(-n2c(C)cc(C(=O)CSc3nnnn3C)c2C)cc1	4	103	2	-8	102	-1.6	108	-15	-4
4	O=S(=O)(c1cccs1)N1CCN(c2ncccn2)CC1	1	102	0	-3	105	3.7	115	14	0
5	CNc1oc(-c2ccccc2)nc1S(=O)(=O)c1ccc(C)cc1	0	101	5	1	100	0.7	99	20	-3
6	CC(NC(=O)CSc1nnc(-c2cccc(S(=O)(=O)N3CCCCC3)c2)o1)C12CC3CC(CC(C3)C1)C2 (centres undefined)	-4	101	8	12	108	-1.0	84	-9	4
7	CCN(CC)CCNC(=O)c1cc(Br)c(N)cc1OC	5	101	0	-9	96	/	99	9	-4
8	COc1ccc(/C=C/C(=O)c2ccccn2)cc1	14	88	0	17	/	-0.4	104	6	25
9	CCCCC(=O)c1c(O)c2ccccc2oc1=O	2	105	2	-4	104	-1.3	88	1	0
10	Cc1ccccc1OCC(=O)NC(=S)Nc1ccc2c3c(cccc13)CC2	-5	106	0	1	92	0.6	104	13	6
11	CN(C)CCCNS(=O)(=O)c1ccc(Cl)s1	7	105	2	0	103	-0.4	99	10	9
12	O=C(CCNC(=O)c1ccc(Cl)cc1)Nc1ccccc1Cl	2	89	1	6	88	0.0	112	5	6
13	O=c1c(-c2ccc3c(c2)OCCO3)coc2c(CN3CCOCC3)c(O)ccc12	10	90	6	9	89	-1.8	106	3	6
14	CC(C)(C)SC(C(=O)N1CCOCC1)c1ccc(Br)cc1 (centres undefined)	9	103	5	-1	102	-2.5	96	-10	-1
15	COc1ccc(NC(=O)CCCc2nc3ccccc3c(=O)[nH]2)cc1Cl	-4	93	3	/	98	/	100	-1	/
16	COc1ccc(C(=O)OCC(=O)Nc2sccc2C(N)=O)cc1[N+](=O)[O-]	7	111	0	6	92	/	95	-3	4
17	CC1CCCCC1NC(=O)CCn1ccc2cc(S(=O)(=O)N3CCCC3)ccc21 (centres undefined)	4	100	0	-9	109	-0.6	89	23	-5
18	Cn1c(SCC(=O)NC2CCCC2)nc2cccnc21	2	101	3	3	96	1.6	103	0	7
19	Cc1ccc2[nH]c(=O)c(C(c3nnnn3CC3CCCO3)N3CCCc4ccccc43)cc2c1 (centres undefined)	12	107	0	28	108	0.8	90	-7	42*
20	COC(=O)c1ccc(CO/N=C/c2ccc(OC)cc2)o1	2	91	0	-4	95	-1.4	116	3	-2
21	O=C(c1cccc(Br)c1)N1CCCc2ccccc21	4	102	0	4	96	0.1	93	-16	2
22	O=C(COC(=O)c1ccc(Br)o1)Nc1cccc(S(=O)(=O)N2CCCCC2)c1	1	96	0	/	98	/	84	-6	/
23	CC(C(=O)NCCc1ccc(Cl)cc1)n1c(=O)c2cccn2c2cccnc21 (centres undefined)	-2	108	0	3	114	0.3	91	-7	6
24	NS(=O)(=O)c1cc(C(=O)OCC(=O)Nc2ccccc2[N+](=O)[O-])ccc1Cl	-3	97	0	-5	104	-3.1	105	-20	-1
25	Cc1ccc(C(=O)O)cc1-n1c(C)cc(C=O)c1C	-2	85	19	-2	87	-3.7	82	13	5
26	CCC(c1nnnn1C(C)(C)CC)N(CCN1CCOCC1)Cc1cc2cc(C)ccc2[nH]c1=O (centres undefined)	1	104	0	2	103	-2.5	108	0	3
27	CCCc1[nH]c2ccc(C(=O)OC)cc2c1CCC	1	95	0	-5	90	0.4	119	-3	1
28	Cc1nn(-c2ccccc2)c(Cl)c1/C=N/NS(=O)(=O)c1ccc(Br)cc1	4	91	0	11	92	-1.4	100	11	6
29	CS(=O)(=O)N(CC(=O)NCc1ccccn1)c1ccc2c(c1)OCCO2	7	99	0	-6	96	-2.7	130	-2	-3
30	Cc1ccc(CNC(=O)COC(=O)c2c(C)noc2C)cc1	-1	103	0	5	98	-0.9	107	4	2
31	COCC(=O)N1CCC(Oc2ccc(C(=O)NCCCn3cccn3)cc2)CC1	5	104	0	-1	105	-0.7	98	9	4
32	Cc1ccc2c(C)nc(/N=C(\N)NC(=O)N3c4ccccc4Sc4ccccc43)nc2c1	12	99	0	1	86	/	119	4	5
33	COc1ccc(Cl)cc1NC(=O)CN(C)C(=O)CCNC(=O)c1ccccc1OC	-4	101	1	6	98	/	116	-14	7
34	COCCNC(=O)NC12CC3CC(CC(C3)C1)C2	4	91	1	-9	89	-1.4	108	17	-1
35	O=C(Nc1ccccc1C(=O)OCn1nnc2ccccc2c1=O)c1ccco1	1	107	2	-6	106	0.6	92	5	-4
36	CCOC(=O)N1CCN(C2=NC3(CCCCC3)C(C#N)C(=O)N2)CC1 (centres undefined)	0	103	1	9	107	0.1	98	-8	4
37	CCC(C)c1ccc(O)c(/C=N/O)c1 (centres undefined)	5	97	1	-5	/	2.7	103	-7	-2
38	O=C(Nc1ccc(OC(F)(F)F)cc1)c1n[nH]c(Cn2cncn2)n1	7	102	2	7	103	-0.1	102	10	6
39	CC(C)(C)c1cc(C(=O)NNc2cccc(Cl)c2)n(Cc2ccccc2)n1	-3	/	0	-1	/	-0.1	87	18	0
40	Cc1ccc(-n2nnnc2SCC(=O)NCCC2=CCCCC2)c(C)c1	-3	99	1	-9	106	0.4	108	1	-5
41	Cc1c(C#N)c2ncn(CC#N)c(=O)c2n1-c1ccccc1	-2	99	0	1	102	1.0	119	16	7
42	Clc1ccccc1OCCN1CCCCC1	3	103	0	5	97	1.1	96	-1	5
43	COc1ccccc1C(=O)NNC(=O)c1cccc(Br)c1	9	100	0	-1	106	-0.5	86	-2	-3
44	COc1cc(-c2noc(CCC(=O)NC3CCCCC3)n2)cc(OC)c1OC	-1	101	0	0	109	-3.2	99	12	4
45	Cc1cc(C)cc(N(CC(=O)NC2CCCCC2)C(=O)CCCC(=O)Nc2ccccn2)c1	6	103	2	11	106	-0.1	80	-8	4
46	Cc1[nH]c2ccccc2c1CCNS(=O)(=O)c1ccc(S(N)(=O)=O)cc1	-1	88	0	12	95	-0.8	98	2	9
47	Cc1cc(C2=CC(=O)C[C@H](c3ccc4c(c3)OCO4)C2)ccc1F	8	93	2	-1	93	/	110	0	2
48	CCCCNC(=O)c1c(C)cc(=O)oc1C	-1	106	3	-2	102	3.6	87	4	2
49	CN=C(Nc1ccc(C(=O)OC)s1)c1ccccc1	6	105	5	-4	101	0.3	93	25	1
50	COC(=O)Cc1c(C(=O)OC)nnn1-c1cccc(C(F)(F)F)c1	13	101	1	-4	98	0.0	104	5	5
51	COc1cccc(NC(=O)c2ccccc2C(F)(F)F)c1	-7	86	0	3	83	-1.9	111	-3	10
52	O=C(Cc1cccs1)Nc1ccon1	6	94	0	3	88	0.2	104	-3	3
53	CCOc1cc(/C=N/NC(=O)C(=O)NCc2ccc3c(c2)OCO3)ccc1OCC(=O)N1CCOCC1	1	99	4	1	95	-0.5	109	-91	-2
54	COC(=O)c1ccc(-n2nnnc2SCC(=O)Nc2cc(OC)ccc2OC)cc1	5	106	0	8	102	-0.3	92	6	5
55	CC(=O)c1ccc2c(ccc3ccccc32)c1	0	94	4	8	100	-1.0	92	12	6
56	COc1cccc2c1cc1c(=O)n(CC(=O)N3CCCCCC3)nc(C)n12	6	104	2	-6	108	-0.9	93	3	3
57	Cn1ncnc1SCc1cn2cccnc2n1	-6	95	0	1	/	-1.7	100	0	5
58	CC(=O)NCCC1CCN(C(=O)C2CCC(=O)N(C3CCCC3)C2)CC1 (centres undefined)	-1	99	0	9	99	/	107	-1	5
59	O=[N+]([O-])c1ccc(CS(=O)(=O)c2ncn[nH]2)cc1	1	104	6	-5	96	2.9	91	1	1
60	COc1ccc(-c2n[nH]c3c2CN(C(=O)c2ccc(F)cc2)CC3)cc1	-7	92	2	2	98	0.5	76	7	6

# Additional compounds:
nr	mol	GLD-1 RNA inh	AGP1-GFP MLPCN	GRK2 aptamer HTS	MCL1-BIM inh	CIT2-GFP yeast	MEX-5 binding	Yeast superoxide	VLA-4 inh	Bcl-xL primary
61	CC(C)(C)c1ccc(-c2noc(C(=O)NN)n2)cc1	-8	109	3	3	104	-1.4	106	15	3
62	CCCCC(=O)NC(=S)Nc1nnn(CCC)n1	0	94	2	-1	90	1.2	97	-7	6
63	O=C(CNC(=O)c1cccc(OC(F)F)c1)OCC(=O)c1ccccc1	9	102	1	-2	104	-2.9	93	12	-6
64	O=S(=O)(c1ccc(S(=O)(=O)N2CCCN(Cc3ccccc3)C2)cc1)N1CCCCCC1	-1	116	4	6	116	0.2	88	1	2
65	c1ccc(-c2ccc(-c3ccncn3)cc2)cc1	3	98	0	-5	87	1.9	93	-4	1
66	CC(C)(C)OC(=O)N[C@@H](Cc1ccccc1)c1nnc(SCC(=O)c2ccc(Cl)cc2)o1	5	115	4	-14	115	-1.1	95	-6	-12
67	O=C(c1cc(F)c(F)c(F)c1F)N1CCN(Cc2ccc3c(c2)OCO3)CC1	-3	106	1	0	107	-1.0	99	-5	3
68	COc1ccc(NC(=O)c2nn(C34CC5CC(CC(C5)C3)C4)cc2[N+](=O)[O-])cc1	-3	103	4	5	89	0.4	100	5	0
69	CCN1CCN(C(c2cc3cccc(C)c3[nH]c2=O)c2nnnn2Cc2ccccc2)CC1 (centres undefined)	2	100	0	3	96	1.4	107	14	7
70	CC1CCCCC12NC(=O)N(CC(=O)OCc1ccccc1F)C2=O (centres undefined)	3	104	30	/	109	/	99	6	/
71	CN(C)c1nc(N)c([N+](=O)[O-])c(N2CCCCCC2)n1	3	105	0	2	101	1.0	89	-4	0
72	c1ccc(N2CCN(CC3CCCCC3)CC2)cc1	/	105	1	/	109	-0.5	99	-4	/
73	CCn1ccnc1CNC(=O)CC1C(=O)NCCN1Cc1ccc(OC)cc1OC (centres undefined)	6	95	0	14	94	-0.1	81	-2	-2
74	C/C(CC(=O)Nc1ccc2c(c1)OCCO2)=N\NC(=O)COc1ccc(C)cc1	3	108	0	-9	95	-1.4	96	12	-4
75	COc1ccc(-c2cc(C(=O)Nc3cc(C)on3)c3ccccc3n2)c(OC)c1	8	91	4	0	88	0.8	90	16	-4
76	COc1cc2c(C(=O)N3CCN(c4ccccc4C)CC3)c(C)oc2cc1Br	-9	104	4	2	101	0.4	98	-8	3
77	CCn1c(SCc2ccc(C)cc2)nnc1C1CCN(S(=O)(=O)c2ccc(OC)cc2)CC1	0	95	0	-1	90	?	88	4	-3
78	O=C(NCCc1ccccc1)C1CCCN1C(=O)Nc1ccc(F)cc1 (centres undefined)	4	104	0	0	102	-4.6	108	9	-2
79	COc1cccc(-c2nn(C)c3sc(C(=O)NCc4ccco4)cc23)c1	1	98	0	-2	89	0.7	110	7	-1
80	O=C(CCCn1c(=S)[nH]c2ccsc2c1=O)NCc1ccco1	6	108	0	-2	95	2.6	91	3	2
81	O=C(Nc1ccc(Br)cc1F)c1sccc1-n1cccc1	2	100	4	1	101	0.5	98	22	3
82	Nc1nc(N)c(N=Nc2ccc(Cl)cc2)c(=O)[nH]1	3	112	4	7	106	-0.4	109	-4	4
